Assay outcomes as filed in PubChem BioAssay.
AMPAR-TARP mod: modulators of GluA2-stargazin AMPA receptor complexes, primary screen, cell-based, membrane potential dye; Voltage-dependent calcium channel gamma-2 subunit (Mus musculus) + Glutamate receptor 2 …; HEK293 GluA2+stargazin, membrane potential dye (FDSS), glutamate EC50; hits were called plate by plate, in both directions; calls only at 30 µM; 40,000 tested, 3.5% active; AID 1259245, 2017;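 active = any of four per-well response measures lying three or more SD from its plate-wide compound average, in either direction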
Target sequence (O88602 whole entry, looked up): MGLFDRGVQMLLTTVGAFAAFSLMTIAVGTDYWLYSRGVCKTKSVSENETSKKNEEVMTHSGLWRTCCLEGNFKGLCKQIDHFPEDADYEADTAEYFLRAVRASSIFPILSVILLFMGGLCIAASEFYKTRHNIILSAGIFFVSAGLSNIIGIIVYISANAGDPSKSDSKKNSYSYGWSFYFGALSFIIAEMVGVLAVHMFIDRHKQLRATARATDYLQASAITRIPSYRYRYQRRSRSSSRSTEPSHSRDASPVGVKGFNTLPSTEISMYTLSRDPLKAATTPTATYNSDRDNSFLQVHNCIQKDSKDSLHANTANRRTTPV
Target sequence (P19491 whole entry, looked up): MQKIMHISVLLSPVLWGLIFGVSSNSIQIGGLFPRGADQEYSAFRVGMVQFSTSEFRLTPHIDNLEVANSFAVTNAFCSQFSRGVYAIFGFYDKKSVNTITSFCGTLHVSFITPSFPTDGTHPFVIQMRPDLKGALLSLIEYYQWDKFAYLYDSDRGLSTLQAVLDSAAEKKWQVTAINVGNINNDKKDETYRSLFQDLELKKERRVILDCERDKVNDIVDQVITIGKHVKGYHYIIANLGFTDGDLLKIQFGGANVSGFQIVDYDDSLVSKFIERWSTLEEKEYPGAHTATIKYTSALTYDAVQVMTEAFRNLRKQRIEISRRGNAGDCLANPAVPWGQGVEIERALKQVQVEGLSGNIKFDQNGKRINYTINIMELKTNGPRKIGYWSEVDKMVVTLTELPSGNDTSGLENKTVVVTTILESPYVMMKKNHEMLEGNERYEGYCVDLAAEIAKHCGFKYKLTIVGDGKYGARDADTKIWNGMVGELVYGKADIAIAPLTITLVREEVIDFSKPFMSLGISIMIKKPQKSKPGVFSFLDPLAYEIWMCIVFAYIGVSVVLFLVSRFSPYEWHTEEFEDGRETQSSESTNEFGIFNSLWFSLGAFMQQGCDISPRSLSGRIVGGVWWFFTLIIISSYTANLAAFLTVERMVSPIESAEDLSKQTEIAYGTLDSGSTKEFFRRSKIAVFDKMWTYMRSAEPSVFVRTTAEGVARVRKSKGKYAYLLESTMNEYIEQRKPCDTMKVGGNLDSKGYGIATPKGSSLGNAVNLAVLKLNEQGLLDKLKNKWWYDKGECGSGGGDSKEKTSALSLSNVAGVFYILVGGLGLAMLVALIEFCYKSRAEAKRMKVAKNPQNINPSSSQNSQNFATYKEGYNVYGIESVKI
AMPAR-TARP mod agonism max-min: recorded beside AMPAR-TARP mod, whose call it bears; compound max-min signal; compound-alone response (agonism);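 unitless range of fluorescence divided by baseline over first 100 seconds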
AMPAR-TARP mod glutamate slope: recorded beside AMPAR-TARP mod, whose call it bears; glutamate slope, % of max; measured here: glutamate response slope, % max;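 scaled per plate between vehicle wells and maximal 1 mM glutamate control wells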
Active calls of the source: *; i = inactive; + = active, no number; & = joins results of further samples.

SMILES	AMPAR-TARP mod	AMPAR-TARP mod agonism max-min	AMPAR-TARP mod glutamate slope
COc1ccc(-n2nnc(C(=O)Nc3cc(C)on3)c2C)cc1	i	0.097&0.036	50&109
CCOC(=O)Cn1c(=O)c2c(nc3n(-c4ccc(C)cc4C)c(C)c(C)n23)n(C)c1=O	i	0.034	26
O=C(Cn1nc2c(c1NC(=O)C1CC1)CSC2)NCC1CCCO1 (stereo not given)	i	0.082	69
CCNS(=O)(=O)CCCOc1ccc(F)cc1	i	0.082	66
O=C(Cc1ccc(NS(=O)(=O)c2ccc(F)c(Cl)c2)cc1)NCc1cccs1	i	0.14	25
O=C(c1cc(Cl)ccc1[N+](=O)[O-])N1CCN(c2ncnc3c2nnn3-c2ccc(F)cc2)CC1	i	0.11	59
CC(C(=O)Nc1nc2ccc(S(C)(=O)=O)cc2s1)n1nnc2ccccc2c1=O (stereo not given)	i	0.09	55
O=C1/C(=C/c2ccccc2F)Oc2cc(OC(=O)N3CCOCC3)ccc21	i	0.073	57
COc1cc(-c2nnc(NC(=O)c3cc(C)nn3C)o2)cc(OC)c1OC	i	0.084	30
C=CCn1c(SCC(=O)NCC2CCCO2)nc2scc(-c3ccc(Cl)cc3)c2c1=O (stereo not given)	i	0.082	67
O=C(NC1CCCCC1N1C(=O)CSC1=O)c1ccco1 (stereo not given)	i	0.091	72
O=C(Nc1cccc(C(F)(F)F)c1)c1ccc(=O)n(Cc2cccc(Cl)c2)c1	i	0.12	29
Cc1nn(C)cc1CNC(=O)c1cc2ccccc2oc1=O	i	0.16	63
CCOc1ccccc1NC(=O)C(=O)NCCc1ccsc1	i	0.021	34
CC(C)(C)n1ncc2c(=O)n(NC(=O)c3ccc(-c4ccccc4)cc3)cnc21	i	0.03	39
Cc1cccc(S(=O)(=O)N2CCC3(CC2)NC(=O)N(CCOc2ccccc2)C3=O)c1	i	0.092	44
COc1cccc(CNC(=O)Cn2cnc(-c3ccccc3)cc2=O)c1	i	0.11	51
CC(C)(C)n1ncc2c(=O)n(NC(=O)c3ccc([N+](=O)[O-])cc3)cnc21	i	0.029	60
CC(=O)N1CCN(c2cc3c(cc2F)c(=O)c(C(=O)Nc2nnc(C(C)C)s2)cn3C2CC2)CC1	i	0.14	38
Cc1ccc(-c2ccc(SCC(=O)Nc3ccc(F)c([N+](=O)[O-])c3)nn2)cc1	i	0.046	49

Compounds listed so far that have an aryl methoxy group:
SMILES	AMPAR-TARP mod	AMPAR-TARP mod agonism max-min	AMPAR-TARP mod glutamate slope
COc1ccc(-n2nnc(C(=O)Nc3cc(C)on3)c2C)cc1	i	0.097&0.036	50&109
COc1cc(-c2nnc(NC(=O)c3cc(C)nn3C)o2)cc(OC)c1OC	i	0.084	30
COc1cccc(CNC(=O)Cn2cnc(-c3ccccc3)cc2=O)c1	i	0.11	51

Other compounds follow.
SMILES	AMPAR-TARP mod	AMPAR-TARP mod agonism max-min	AMPAR-TARP mod glutamate slope
O=C(NCC(O)(c1ccccc1)C(F)(F)F)C(=O)Nc1ccon1 (stereo not given)	i	0.14	56
COc1ccccc1N1CC(C)Cn2c1nc1c2c(=O)n(CC(C)C)c(=O)n1C (stereo not given)	i	0.047	36
O=C(CN1CCC(COCc2ccccc2)CC1)Nc1cccnc1	i	0.043	60
Cc1ccc(-n2nc3c(c2NC(=O)C(=O)NCC2CCCO2)CS(=O)(=O)C3)c(C)c1 (stereo not given)	i	0.072	91
CN1CCOc2ccc(NC(=O)Cn3c(=O)oc4ccccc43)cc2C1=O	i	0.1	39
COc1ccc(-n2c(C)cn3c4c(=O)n(CCN5CCOCC5)c(=O)n(C)c4nc23)c(OC)c1	i	0.071	37
CC(C)S(=O)(=O)c1ccc(C(=O)Nc2nc(-c3nc4ccccc4s3)cs2)cc1	i	0.13	58
Cc1oc2cc(OCC(=O)OCc3ccccc3)ccc2c(=O)c1-c1ccccc1	+	0.14*	76*
COc1ccc(CCNC(=O)CC2CCCCN2S(=O)(=O)c2ccccc2)cc1 (stereo not given)	i	0.03	71
Cc1nc(Nc2ccc(NC(=O)C(C)Oc3ccccc3)cc2)cc(-n2cccn2)n1 (stereo not given)	i	0.13	55
COc1cc(COCC2CCN(C(=O)c3cccc(Br)c3)CC2)cc(OC)c1	i	0.053	64
Fc1ccc(-n2nnnc2CCl)cc1	i	0.11	64
O=C(CCCn1nc(-c2ccccc2)ccc1=O)Nc1ccc(Cl)c(Cl)c1	i	0.16	55
COc1ccc(-c2ccc(N3CCC(C(=O)Nc4nc5ccc(C)cc5s4)CC3)nn2)cc1	i	0.13	57
CSc1ncccc1C(=O)N1CCC(CNC(=O)NCc2ccc(F)cc2)CC1	i	0.079	61
O=C(CN1C(=O)CCC1=O)Nc1c2c(nn1-c1nc3ccccc3s1)CCC2	i	0.12	59
COc1cccc(C(CNS(=O)(=O)c2ccc(F)cc2C)N2CCOCC2)c1 (stereo not given)	i	0.13	59
CC(=O)Nc1cccc(NC(=O)C(=O)NCC2CCN(Cc3cccs3)CC2)c1	i	0.11	64
CN(C)C(CNS(=O)(=O)c1ccc(Br)cc1)c1ccco1 (stereo not given)	i	0.069	64
C=CCN1C(=S)N(c2ccc(C)cc2)C2CS(=O)(=O)CC21 (stereo not given)	i	0.027	56
O=C1/C(=C/c2ccc(Cl)cc2Cl)Oc2cc(O)ccc21	i	0.094	59
CN(C)C(CNC(=O)NCc1cccc2ccccc12)c1ccco1 (stereo not given)	i	0.081	54
Cc1cc(S(=O)(=O)N2CCN(c3ccc4nncn4n3)CC2)ccc1F	i	0.089	38
CCSc1ccccc1C(=O)N1CCC(c2nnc(-c3ccco3)s2)CC1	i	0.078	64
O=C(Nc1c2c(nn1-c1cccc(Cl)c1)CS(=O)(=O)C2)C(=O)N1CCCC1	i	0.04	87
COCCN1CCC(CNC(=O)c2ccc(Cl)cc2)CC1	i	0.088	73
COC(CNc1nc(=S)[nH]c2ccccc12)OC	i	0.099	82
O=S(=O)(c1ccc(Cl)cc1)N1CCC(c2nnc(-c3ccco3)o2)CC1	i	0.096	51
O=c1[nH]c2c(s1)C1c3ccccc3OC3CCCC(S2)C31 (stereo not given)	+	0.42*	49*
CCc1c(C)nc(SCC(=O)N2CCN(c3ccccc3)CC2)[nH]c1=O	i	0.041	51
Cc1nc(N2CCN(C(=O)c3ccco3)CC2)c2c3c(sc2n1)CCC3	i	0.15	47
CC(C)(C)NC(=O)N1CCC(CNC(=O)C2(c3cccs3)CCCC2)CC1	i	0.052	26
Cc1ccc(-c2nc(NC(=O)C(C)(C)C)sc2C)cc1	i	0.09	64
O=C(Cc1cc(-c2cc3ccccc3o2)on1)Nc1ccc2c(c1)OCCO2	i	0.071	47
Cc1ccccc1CN1N=NC2C(=O)N(c3cccc(Cl)c3)C(=O)C21 (stereo not given)	i	0.1	63
O=C(CSc1ccccc1)N(CCN1CCOCC1)c1nc2c(F)cc(F)cc2s1	i	0.13	57
CC(Oc1ccccc1)C(=O)NCC1(c2cccs2)CCOCC1 (stereo not given)	i	0.087	60
O=C(N=C1SC2CS(=O)(=O)CC2N1c1ccc(Br)cc1)c1ccccc1 (stereo not given)	i	0.066	61
O=C(Cn1cc(-c2nnc(-c3ccco3)o2)c2ccccc21)NC1CCCC1	i	0.087	63
O=C(Nc1ccc2c(c1)OCO2)C(=O)NC1CCCCCC1	i	0.044	48

Looked up above:
`O=C(Nc1ccc2c(c1)OCO2)C(=O)NC1CCCCCC1` @ AMPAR-TARP mod agonism max-min: 0.044
`O=c1[nH]c2c(s1)C1c3ccccc3OC3CCCC(S2)C31` (stereo not given) @ AMPAR-TARP mod agonism max-min: 0.42*
`O=S(=O)(c1ccc(Cl)cc1)N1CCC(c2nnc(-c3ccco3)o2)CC1` @ AMPAR-TARP mod agonism max-min: 0.096
`COCCN1CCC(CNC(=O)c2ccc(Cl)cc2)CC1` @ AMPAR-TARP mod agonism max-min: 0.088

One compound at a time, from the list above.
Entry for Cc1nn(C)cc1CNC(=O)c1cc2ccccc2oc1=O → AMPAR-TARP mod: i; AMPAR-TARP mod agonism max-min: 0.16; AMPAR-TARP mod glutamate slope: 63
Entry for Cc1nc(N2CCN(C(=O)c3ccco3)CC2)c2c3c(sc2n1)CCC3 → AMPAR-TARP mod: i; AMPAR-TARP mod agonism max-min: 0.15; AMPAR-TARP mod glutamate slope: 47

As a short view, two of the compounds above:
SMILES	AMPAR-TARP mod	AMPAR-TARP mod agonism max-min	AMPAR-TARP mod glutamate slope
O=C1/C(=C/c2ccc(Cl)cc2Cl)Oc2cc(O)ccc21	i	0.094	59
CN(C)C(CNC(=O)NCc1cccc2ccccc12)c1ccco1 (stereo not given)	i	0.081	54

Other records follow:
SMILES	AMPAR-TARP mod	AMPAR-TARP mod agonism max-min	AMPAR-TARP mod glutamate slope
CCOc1ccccc1-c1nc(COC(=O)c2nnn(-c3ccc(Br)cc3)c2C)c(C)o1	i	0.056	65
O=C(CS(=O)(=O)c1ccc2ccccc2c1)c1cc2ccccc2oc1=O	i	0.085	12
CC(=O)c1ccc(C(=O)N(Cc2ccncc2)c2nc3ccc(Cl)cc3s2)cc1	i	0.11	62
CCC(C)NC(=O)C(=O)Nc1c(C(N)=O)oc2ccccc12 (stereo not given)	i	0.079	50
O=C(Nc1c(Cl)cccc1Cl)C1CCCCC1	+	0.024*	21*
CN1C(=O)N(C)C2(CCN(C(=O)c3cccc(C(F)(F)F)c3)CC2)C1=O	i	0.14	53
Cc1ccc2oc(C(=O)NCCC3=CCCCC3)cc2n1	i	0.038	71
CC(C)c1ccc(/C=C(\C#N)c2nc3ccccc3s2)cc1	i	0.12	68
CC(=O)Nc1ccc(C(=O)NCCN)cc1	i	0.058	49
CCOc1cc(S(=O)(=O)N2CCOCC2)ccc1F	i	0.12	74
O=C(NC1CCCCC1)C(=O)NC1CC1	i	0.12	61
CN1CCN(c2ccc(NC(=O)c3cccc(Cl)c3Cl)cc2)CC1	i	0.08	-3
CCSc1nnc(NC(=O)CCc2c(C)nn(-c3nc(C)cc(=O)[nH]3)c2C)s1	i	0.11	62
O=C(CCn1ccc(=O)[nH]c1=O)NCc1n[nH]c(=O)c2ccccc12	i	0.11	52
O=C(CSc1ccc(-c2ccco2)nn1)Nc1cc(Cl)ccc1Cl	i	0.054	52
O=C(c1ccc(F)cc1)N(CCCn1ccnc1)c1nc2ccccc2s1	i	0.075	45
CCOc1ccc(-c2ccc(OCCNS(=O)(=O)c3ccc(OCC)cc3)nn2)cc1	i	0.094	57
CC(=O)c1sc(NC(=O)C2CCCN(S(C)(=O)=O)C2)nc1C (stereo not given)	i	0.11	45
O=C(CCCNC(=O)c1nc2ccccc2s1)Nc1cccc2cccnc12	i	0.1	65
Cc1cc(O)c(C(Cc2ccccc2)c2c(O)cc(C)[nH]c2=O)c(=O)[nH]1	i	0.043	52
CCCOc1ccc(N2CCN(C(=O)COc3ccc(F)cc3)CC2)nn1	i	0.043	45
CC(C)NC(=O)c1ccc(Cn2c(SCC#N)nc3ccccc3c2=O)cc1	i	0.089	73
O=C(CC(c1ccccc1)c1ccccc1)NCCOc1ccc(-c2ccc(F)cc2)nn1	i	0.074	78
COC(=O)C1=C(CS(=O)(=O)c2ccc3c(c2)CCCC3)NC(=O)NC1c1ccccc1 (stereo not given)	i	0.069	53
COc1ccc(-c2noc(Cn3ccn4nc(-c5cccs5)cc4c3=O)n2)c(OC)c1	i	0.11	63
COc1ccc(OC)c(NC(=O)c2ccc(S(=O)(=O)N3CCN(C(C)=O)CC3)cc2)c1	i	0.12	66
O=C(CCCS(=O)(=O)c1ccccc1)Nc1ccc([N+](=O)[O-])cc1	i	0.14	65
Cc1cccc(OCCCCn2cnc3ccccc32)c1	i	0.072	76
COc1ccccc1NC(=O)NCC(C)N1CCCCC1 (stereo not given)	i	0.045	54
Cn1nc(CNC(=O)c2cccc(Br)c2)c2ccccc2c1=O	i	0.15	59
CN(C)C(=O)Cc1ccc(NC(=O)c2cccc(Br)c2)cc1	i	0.067	32
CC(=O)Cn1c(=O)c2c(nc3n(-c4cccc(Cl)c4C)c(-c4ccccc4)cn23)n(C)c1=O	i	0.064	65
CC(C)CC(C(=O)Nc1ccccc1)N1C(=O)C2C3C=CC(C3)C2C1=O (stereo not given)	i	0.045	45
COc1ccc(CCC(=O)N2CCN(Cc3nc(-c4ccco4)cs3)CC2)cc1	i	0.11	49
COc1cc([N+](=O)[O-])ccc1NC(=O)Cc1ccc(F)cc1	i	0.13	61
Cn1c(=O)[nH]c(=O)c2c1nc(NCC(=O)O)n2CCOc1ccccc1	i	0.11	56
Cc1ccc(-n2ncc3c(=O)n(CC(=O)N4CCCC4)cnc32)cc1C	i	0.053	31
COCC(C)NC(=O)C(=O)Nc1c2c(nn1-c1ccc(Cl)cc1)CSC2 (stereo not given)	i	0.04	51
CCCNC(=O)NC12CC3CC(CC(C3)C1)C2	i	0.094	59
CCCn1c(=O)c2c(nc3n2CCN3c2cc(OC)ccc2OC)n(C)c1=O	i	0.14	51
Cn1ccnc1N1CCN(C(=O)c2ccc(S(=O)(=O)N3CCOCC3)cc2)CC1	i	0.088	65
CCn1nccc1C(=O)Nc1ccc(OC)c2ccccc12	i	0.074	63
Cc1ccccc1NC(=O)NCC1CCN(S(C)(=O)=O)CC1	i	0.087	61
Cc1nc(NC(=O)CCn2cnc3ccccc3c2=O)sc1C(=O)N(C)C	i	0.14	80
COc1cccc(C(=O)NC2CC(=O)N(c3ccc(C)cc3)C2)c1OC (stereo not given)	i	0.093	69
CC(=O)Nc1ccc2c(c1)CC(=O)N2C	i	0.098	66
Cc1cc(N2CCN(Cc3ccccc3)CC2)nc(-n2cc([N+](=O)[O-])cn2)n1	+	0.22*	57*
O=C1c2ccccc2C(=O)N1CC(O)COc1ccc(Cl)cc1 (stereo not given)	i	0.1	33
CC(=O)N1CCc2ccc(NC(=O)CSc3ccc(F)cc3)cc2C1	i	0.088	51

Not all compounds are listed; rates above refer to the full screens.
